# High-throughput results from PubChem.
# FN deposition inh – inhibitors of fibronectin matrix deposition, primary screen, AH1F cells, Alexa488-fibronectin fluorescence, plate reader | AH1F fibroblasts, overnight | inhibition, % at 12.6 µM | actives 0.086% (n = 350,000) | AID 743247, 2014;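 active = mean inhibition across replicates of 30% or more, regardless of how many single replicates reach that level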;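 note: positive control wells lacked labelled fibronectin entirely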
#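 Assay system: AH1F fibroblast monolayer, labelled fibronectin deposition. Amount: 10000 cells per well. Also added: labelled fibronectin 24 nM. Compound: single-point pinned compound. Incubation: cell attachment 1 h, compound and FN exposure overnight. Detection: fluorescence after three HBSS washes, excitation 485 nm, emission 525 nm. Read-out: inhibition of fibronectin deposition signal.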
# Starred values were filed as active, the others as inactive. A portion of the library, so the mix of outcomes need not match the whole.
SMILES,FN deposition inh
O=C1C(Cl)=C(NCC2CCCO2)C(=O)N1Cc1ccccc1 (centres undefined),0
COc1ccc(C2SCC(=O)N2c2c(C)n(C)n(-c3ccccc3)c2=O)c(OC)c1 (centres undefined),-5
COc1ccc(C(=O)N2CC3(C)CC2CC(C)(C)C3)cc1 (centres undefined),-5
COc1ccccc1Nc1nc(N)nc(CN2CCN(c3ccccc3F)CC2)n1,1
Cc1ccc(-c2nnn(CC(=O)N(CC3CCCO3)C(C(=O)NC3CCCCC3)c3ccc(F)cc3)n2)o1 (centres undefined),-3
CC(C)CCN1C(=O)c2ccc(C(=O)OCn3nnc4ccccc4c3=O)cc2C1=O,3
O=C(NCc1ccc(F)cc1)C(c1cccs1)N(C(=O)c1csnn1)C1CC1 (centres undefined),-35
O=C1N[C@@H](c2ccccc2)COCc2cn(nn2)CC[C@@H]1Cc1ccc(C(F)(F)F)cc1,5
CCOC(=O)Nc1ccc2c(c1)N(C(=O)OC)c1ccccc1CC2,6
Cc1nc2cc(N3CCN(C)CC3)c(NC(=O)Cc3ccccc3)cc2c(=O)n1Cc1ccccc1,-21
Clc1cccc2sc(N3CCCC3)nc12,-3
CCOC(=O)C1=C(C)C(c2ccccc2OC)NC(=S)N1 (centres undefined),0
Cc1ccc(CSc2nnc(-c3ccncc3)n2CC2CCCO2)cc1 (centres undefined),-11
O=S(=O)(NCc1cc(-c2ccccc2)no1)c1ccc(Cl)cc1,2
O=c1c2[nH]c3ccccc3c2ncn1CCN1CCOCC1,-13
Nn1c(=O)c2ccccc2n2c(SCc3ccc(C(F)(F)F)cc3)nnc12,-6
COc1ccc(C(=O)OC(C(=O)c2ccccc2)c2ccccc2)cc1 (centres undefined),13
COc1ccc(S(=O)(=O)Nc2ccccc2C)cc1,8
CNC(=O)NC(=O)CSc1nnc(-c2ccco2)n1Cc1ccccc1,0
CS(=O)(=O)N1CC2C(c3ccc(Br)cc3)C(C1)N2CC(F)(F)F (centres undefined),0
C[C@@H]1CN(C)C(=O)c2cc(N)ccc2O[C@@H]1CN(C)C(=O)OC(C)(C)C,-3
CCCn1c(NCc2ccccn2)nc2ccccc21,8
CC(C)CNC(=O)c1ccccc1NC(=O)Nc1ccccc1,-5
Cc1ccc(OCc2nnc(NC(=O)Cc3cccs3)s2)cc1,3
O=C(CCc1ccc(S(=O)(=O)N2CCOCC2)cc1)N1CCN(Cc2ccc3c(c2)OCO3)CC1,5
COC(=O)c1c(NC(=O)CN2CCN(c3ccccc3OC)CC2)c2c(C)cccc2n1C,2
COc1ccc(Cl)cc1NC(=O)CN1CCC(n2nnc3ccccc32)CC1,9
C[C@@H]1CN(C)C(=O)Cc2cc(N)ccc2O[C@@H]1CN(C)C,-1
O=S(=O)(c1ccc(F)cc1)N1CC[C@@H]2[C@H](CO)Nc3ccc(C#CC4CC4)cc3[C@@H]21,-6
NC(=O)c1ccc(N2CCCCC2)c(N2C(=O)C3CC=CCC3C2=O)c1 (centres undefined),0
N#C[C@H]1[C@@H](c2ccccc2-c2ccccc2)[C@@H](CO)N1C(=O)Cc1cccnc1,-9
CC(=O)/C(C#N)=C1\NC(=O)C(Cc2ccc(C)c(C)c2)S1 (centres undefined),0
Cc1ccc(N=C2NC(=O)CS2)cc1,-14
C/C(=N\NC(=O)C1COc2ccccc2O1)c1ccc(C)o1 (centres undefined),1
CCOc1ccc2nc(SCC(=O)c3ccc(C)s3)sc2c1,-7
COc1ccccc1NC(=O)CCn1cccc1,-16
Cc1ccc(CNS(=O)(=O)NCc2ccccc2)cc1,4
CC(C)Cc1nnc(NC(=O)CSc2ccccn2)s1,3
CC(C)C[C@H]1COCc2cn(nn2)CC[C@@H](Cc2ccc(Cl)cc2)C(=O)N1,2
CC(=O)Nc1cccc2c1O[C@H](CN(C)C(=O)OC(C)(C)C)[C@@H](C)CN(C)C2=O,-4
C[C@H]1CN(C)C(=O)c2ccccc2O[C@@H]1CN(C)S(C)(=O)=O,-1
O=C(Nc1ccc2oc(-c3ccc4ccccc4c3)nc2c1)c1ccc2c(c1)OCCO2,-8
CC(C)Cn1c(-c2ccccc2)nc2ccccc2c1=O,-12
CCCCn1c(SCC(=O)NCc2ccco2)nnc1-c1ccco1,7
COc1ccc2cc3cc(C(=O)Nc4ccccc4N4CCN(C)CC4)oc3nc2c1,9

# Fetched by compound from above (3):
SMILES,FN deposition inh
COc1ccccc1NC(=O)CCn1cccc1,-16
O=C(Nc1ccc2oc(-c3ccc4ccccc4c3)nc2c1)c1ccc2c(c1)OCCO2,-8
COc1ccc2cc3cc(C(=O)Nc4ccccc4N4CCN(C)CC4)oc3nc2c1,9

# Next section
SMILES,FN deposition inh
CNC[C@@H]1Oc2c(cccc2N(C)C)C(=O)N(C)C[C@H]1C,11
CCCN(CCC)CCNC(=O)CS(=O)Cc1nc(-c2ccc(C)cc2)oc1C (centres undefined),9
CC1CCCC(C)N1C(=O)CN1C(=O)C(C)(C)Oc2ccc(C(=O)NC3CCCCC3)cc21 (centres undefined),15
O=C(OCCN1C(=O)c2ccccc2C1=O)c1cnccn1,5
CC(=O)N(C)C[C@H]1Oc2ccccc2C(=O)N(C)C[C@H]1C,-12
C[C@@H]1CN([C@@H](C)CO)C(=O)c2ccccc2-c2ccccc2CO[C@@H]1CN(C)Cc1cccnc1,-12
C[C@H]1CN(C)C(=O)c2cc(N(C)C)ccc2O[C@H]1CN(C)C,7
O=S1(=O)CC(O)C(Nc2ccccc2Cl)C1 (centres undefined),-4
COc1ccc([N+](=O)[O-])cc1NC(=S)NC(NC(=O)Cc1ccc(OC)c(OC)c1)C(Cl)(Cl)Cl (centres undefined),5
CCCCCCCn1c(=N)n(CC(=O)c2ccco2)c2ccccc21,4
COc1ccc(C2C(C(=O)N3CCN(c4ccccn4)CC3)CC(=O)N2c2ccc(OC)cc2)cc1 (centres undefined),10
CC(C)Cn1c(-c2ccccc2)nc(=S)c2c1CCCC2,-10
O=c1c2ccccc2nc2ccc(N3CCOCC3)nn12,1
COC(=O)COc1cc(Br)c(/C=C2/SC(=O)N(CC(=O)N3CCCC3)C2=O)cc1OC,-4
O=C(NC1CCCC1)c1noc2c1CCCCC2,-13

# The final 7 entries of the section before are carried over, then new ones follow:
SMILES,FN deposition inh
COc1ccc([N+](=O)[O-])cc1NC(=S)NC(NC(=O)Cc1ccc(OC)c(OC)c1)C(Cl)(Cl)Cl (centres undefined),5
CCCCCCCn1c(=N)n(CC(=O)c2ccco2)c2ccccc21,4
COc1ccc(C2C(C(=O)N3CCN(c4ccccn4)CC3)CC(=O)N2c2ccc(OC)cc2)cc1 (centres undefined),10
CC(C)Cn1c(-c2ccccc2)nc(=S)c2c1CCCC2,-10
O=c1c2ccccc2nc2ccc(N3CCOCC3)nn12,1
COC(=O)COc1cc(Br)c(/C=C2/SC(=O)N(CC(=O)N3CCCC3)C2=O)cc1OC,-4
O=C(NC1CCCC1)c1noc2c1CCCCC2,-13
COC(=O)c1cc(NC(=O)Nc2ccccc2OC)cc(C(=O)OC)c1,-8
O=C(c1cn(CC(=O)N2CCCC2)c2ccccc12)C1CCCCC1,-4
CCCNC(=O)c1ccccc1NC(=O)C1COc2ccccc2O1 (centres undefined),-3
C[C@H]1CN([C@@H](C)CO)C(=O)c2ccccc2-c2ccccc2CO[C@@H]1CN(C)S(=O)(=O)c1ccsc1,-1
O=S(=O)(Nc1ccc(Oc2ncccn2)c(Cl)c1)c1ccc(F)cc1,-14
Cc1nc2nc(COc3ccccc3)[nH]n2c(=O)c1C,6
O=C(NCc1ccc2c(c1)OCO2)c1ccc(N2CCCC2=O)cc1,-1
CCN(CC)c1ccc(N2C(=O)/C(=C/c3cccs3)SC2=S)cc1,2
Cn1/c(=N/N=C/c2ccc(Cl)c([N+](=O)[O-])c2)sc2ccccc21,1
CCC(C)NC(=O)CNC(=O)Cn1c(C)cc2ccccc2c1=O (centres undefined),-2
CCC(=O)N1c2ccccc2NC2=C(C(=O)CCC2)C1c1cccnc1 (centres undefined),-4
CCOC(=O)C1=C(C)NC(=O)NC1c1ccc2c(c1)OCCO2 (centres undefined),10
CCOC(=O)c1cc(-c2ccc3c(c2)OCO3)nc2onc(C)c12,2
CN1C(=O)SC(Nc2ccccc2C(=O)O)C1=O (centres undefined),-3
C[C@@H]1CN(C)C(=O)Cc2ccccc2O[C@@H]1CN(C)C(=O)OC(C)(C)C,-9
O=C(O)CSC1c2ccccc2C(=O)N1c1ccccc1 (centres undefined),4
Cc1cc(N/C(=N\S(=O)(=O)c2ccc(Cl)cc2)c2ccc(F)cc2)no1,-10
O=C1N[C@H](c2ccccc2)COCc2cn(nn2)CC[C@H]1Cc1ccc(Cl)cc1,-2
C[C@@H]1CC=CC[C@@H](c2ccc3c(c2)OCO3)NC(=O)[C@H](C)N(C)C(=O)c2ccccc2O1 (mixture of isomers),5
O=C(N1CCN(c2ccccc2F)CC1)C12CC3CC(CC(C3)C1)C2,-12
CCCC(=O)Nc1ccc2c(c1)OC[C@@H](C)N(Cc1cncnc1)C[C@@H](C)[C@H](OC)CN(C)C2=O,9
CCCn1nnc(NC(=S)NC(=O)CC)n1,12
Cc1ccnc2nc(C(=O)OCC(=O)Nc3ccc4c(c3)OC(F)(F)O4)nn12,-7
O=C(C[C@@H]1C[C@H]2c3cc(NC(=O)Nc4ccccc4F)ccc3O[C@H]2[C@@H](CO)O1)NCc1ccc(Oc2ccccc2)cc1,-27
COc1ccccc1-c1c(C)oc2c(CN3CCN(C)CC3)c(O)ccc2c1=O,-6
CC(C)NC(=O)N(C)C[C@@H]1Oc2ccc(NS(C)(=O)=O)cc2C(=O)N(C)C[C@H]1C,-17
CO[C@@H]1CN(C)C(=O)c2ccc(NC(=O)CC(F)(F)F)cc2OC[C@H](C)N(CC2CC2)C[C@@H]1C,21
Cc1cc2ccccc2c(=O)n1CC(=O)NCc1ccco1,0
C/C(=N\NC(=O)c1cccc(Br)c1)c1ccc(Br)cc1,7
Cc1nn(C)c(C)c1CN(C)C(=O)C1c2ccccc2Oc2ccccc21,-5

# Among those listed so far, seven have a furan ring, fused or not.
SMILES,FN deposition inh
Cc1ccc(-c2nnn(CC(=O)N(CC3CCCO3)C(C(=O)NC3CCCCC3)c3ccc(F)cc3)n2)o1 (centres undefined),-3
CNC(=O)NC(=O)CSc1nnc(-c2ccco2)n1Cc1ccccc1,0
C/C(=N\NC(=O)C1COc2ccccc2O1)c1ccc(C)o1 (centres undefined),1
CCCCn1c(SCC(=O)NCc2ccco2)nnc1-c1ccco1,7
COc1ccc2cc3cc(C(=O)Nc4ccccc4N4CCN(C)CC4)oc3nc2c1,9
CCCCCCCn1c(=N)n(CC(=O)c2ccco2)c2ccccc21,4
Cc1cc2ccccc2c(=O)n1CC(=O)NCc1ccco1,0

# (listing goes on)
SMILES,FN deposition inh
COc1cccc(CNS(=O)(=O)/C=C/c2ccc3c(c2)OCO3)c1,1
C[C@@H]1CN([C@H](C)CO)C(=O)c2c(c3ccccc3n2C)-c2ccccc2CO[C@@H]1CN(C)S(=O)(=O)c1ccc(F)cc1,7
CC(C)NC(=O)Nc1cccc2c1O[C@@H](CN(C)S(C)(=O)=O)[C@H](C)CN(C)C2=O,6
CCN(CC)CCNC(=O)c1c(C)n(-c2ccccc2)c2cc(Br)c(OC)cc12,8
Clc1ccc(-c2nc3ccccc3n2OCc2ccccc2)cc1,-10
CC(NC(=O)c1cnc2n(c1=O)CCS2)c1ccccc1 (centres undefined),10
CSC(=NC#N)N1CCN(c2ccccc2)CC1,-14
CCCCc1nc(NCCN2CCOCC2)c(C#N)c2c1COC(C)(C)C2,-6
CCCN1C2CCCC1CC(NC(=O)C1CCCCC1)C2 (centres undefined),3
O=C(O)c1cc(S(=O)(=O)NCC2CCCO2)ccc1Cl (centres undefined),17
Cc1cc(C)nc(N2CCC(CNC(=O)CCc3ccccc3)CC2)n1,1
CC1CCCC(C)N1C(=O)CSc1nnc(C2CCCCC2)o1 (centres undefined),3
N#C[C@@H]1[C@H](c2ccccc2C2=CCCC2)[C@@H](CO)N1C(=O)c1ccccn1,-14
Cc1nn(-c2ccccc2)c(Cl)c1C(=O)Nc1ccccc1,2
O=c1c(-c2cccc3ccccc23)[n+]([O-])c2ccccc2n1O,-3

# Structural class: the compounds so far with a COOH group.
SMILES,FN deposition inh
CN1C(=O)SC(Nc2ccccc2C(=O)O)C1=O (centres undefined),-3
O=C(O)CSC1c2ccccc2C(=O)N1c1ccccc1 (centres undefined),4
O=C(O)c1cc(S(=O)(=O)NCC2CCCO2)ccc1Cl (centres undefined),17

# Going on with the list.
SMILES,FN deposition inh
CCCOc1ccc(NC(N)=O)cc1OCCC,18
COCCCNC(=O)C1CC(=O)OC1c1ccc(OC)c(OC)c1 (centres undefined),4
Nc1ccccc1N1CCOCC1,-6
Cc1ccc(-c2cc(C(=O)N/N=C/C=C/c3ccco3)c3ccccc3n2)cc1C,1
CCCCc1nnc(NC(=O)C(C)Sc2nc(C)cc(=O)[nH]2)s1 (centres undefined),16
Cc1ccccc1NS(=O)(=O)c1ccc(C)c(C(N)=O)c1,2
Cc1cccc(OCCn2c(NC(=O)c3ccco3)nc3ccccc32)c1,4
O=C(CCCCCn1c(=S)[nH]c2cc3c(cc2c1=O)OCO3)N1CCN(Cc2ccccc2)CC1,0
CCOC(=O)c1cn2nc(-c3ccc(OC)cc3)cc2nc1C1CCN(C(=O)OC(C)(C)C)CC1,-8
CCOC(=O)C(NC(=O)CC)(Nc1nc2c(s1)CCCC2)C(F)(F)F (centres undefined),-3
CC(=O)NCc1cccc(CNC(C)=O)n1,8
O=C(CNC(=O)Cc1ccccc1)NCC(=O)OCC(=O)c1cccc2ccccc12,9
COc1ccc(OC)c(/C(O)=C/C(=O)C(=O)Nc2ccccc2OC)c1,9
